Assay outcomes from PubChem BioAssay.
MmCpn inh = M. maripaludis TRiC chaperonin inhibition. purified Mm-Cpn ATPase, ADP Transcreener TR-FRET. Potency, µM (highest dose often 76.9 µM), for the others: at the top dose activity, negative = inhibition, hits mostly inhibitors. 330,000 compounds, 0.031% hits. AID 504842; also: potency is read from the fitted curve at half-maximal effect; % is scaled to controls: 0 for no effect and ±100 for the full control effect; nearly all actives have a fitted effect of over 80% in size
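Eu-cryptate anti-ADP/ADP-d2 competition gives a ratio inversely related to ADP. Enzyme at 25 nM was pre-exposed to compound for 10 min, then given 10 uM ATP for 30 min, 37°C throughout.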
PTHR1 agonist = agonists of human PTHR1 parathyroid hormone receptor | Potency, µM (highest dose often 115 µM), for inactives: top-dose activation, actives largely listed as activators | Q03431 | 410,000 compounds, 0.075% hits | HEK293 GP2 PTHR1 cells, GloSensor cAMP luminescence, 1 h; also: potency is read from the fitted curve at half-maximal effect; nearly all actives have a fitted effect of over 55% in size; some results filed as inactive show a strong effect at the top dose; inactives centre near -15; many of its hits are not listed in these tables
Target sequence (Q03431 whole entry, looked up): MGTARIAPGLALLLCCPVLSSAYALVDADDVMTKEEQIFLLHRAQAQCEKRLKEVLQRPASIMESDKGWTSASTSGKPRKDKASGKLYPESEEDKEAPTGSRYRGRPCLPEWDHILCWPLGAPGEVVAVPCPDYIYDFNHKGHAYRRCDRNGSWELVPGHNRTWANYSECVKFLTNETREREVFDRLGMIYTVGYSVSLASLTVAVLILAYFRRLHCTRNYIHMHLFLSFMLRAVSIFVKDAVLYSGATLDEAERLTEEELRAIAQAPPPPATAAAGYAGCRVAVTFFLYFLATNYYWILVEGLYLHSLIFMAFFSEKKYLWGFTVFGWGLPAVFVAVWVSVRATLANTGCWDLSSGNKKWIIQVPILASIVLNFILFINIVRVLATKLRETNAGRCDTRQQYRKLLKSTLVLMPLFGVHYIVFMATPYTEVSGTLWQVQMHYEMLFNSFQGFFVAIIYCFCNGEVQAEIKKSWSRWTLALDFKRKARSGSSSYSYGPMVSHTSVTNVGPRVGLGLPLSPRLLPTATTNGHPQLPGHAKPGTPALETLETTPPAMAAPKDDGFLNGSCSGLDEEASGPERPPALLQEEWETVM
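HEK-293-derived GP2 cells expressing PTHR1 and a GloSensor cAMP reporter, 3,000/well, plated overnight, given luciferin plus IBMX (each 0.5 mM as added) for 1 h at 37 °C, then compound for 1 h at 37 °C. Luminescence was read after 15 min at room temperature.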
D3 ag = agonists of human D3 dopamine receptor | D3R DiscoveRx beta-arrestin cells, luminescence, 90 min | max activation, % | 410,000 compounds, 0.58% hits | AID 652048; in the data active = max activation above about 30%; also: 0% is about no effect; mostly tested at two doses, the higher about 12 µM
Target sequence (P35462 whole entry, looked up): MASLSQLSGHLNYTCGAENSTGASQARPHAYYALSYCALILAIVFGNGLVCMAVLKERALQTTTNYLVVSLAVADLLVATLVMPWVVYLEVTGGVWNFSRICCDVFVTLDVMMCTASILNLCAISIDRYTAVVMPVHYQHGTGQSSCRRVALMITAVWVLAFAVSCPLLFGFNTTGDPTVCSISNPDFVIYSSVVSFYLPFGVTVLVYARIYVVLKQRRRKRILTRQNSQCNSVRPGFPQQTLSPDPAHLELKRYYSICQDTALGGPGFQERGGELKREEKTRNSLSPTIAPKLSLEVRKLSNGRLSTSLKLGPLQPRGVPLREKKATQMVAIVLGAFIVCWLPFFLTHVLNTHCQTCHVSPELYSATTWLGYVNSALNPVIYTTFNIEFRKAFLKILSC
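Agonist-mode cell screen: cells plated at 1500/well and incubated overnight at 37 °C, then exposed to library compounds for 90 min at 37 °C. Detection reagent was added for 30–60 min at room temperature, and luminescence was read.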
* hit, by the source's call; i = inactive; ? = inconclusive; . = no result given; & = joins results of further samples; [ ] = another dose, or the depositor's remark. Unless noted, calls follow the shape of the dose curve; as a rule, active = well fitted curve in the direction sought with a large enough effect; inconclusive = small, poorly fitted or top-dose-only effect, or another doubt; inactive = no such curve, though single readings can be large; an effect the other way counts as inactive or inconclusive. An excerpt, so the mix of outcomes need not match the whole.

The line under a structure holds: MmCpn inh, PTHR1 agonist, D3 ag
- O=C(O)COc1nc(Cl)c(Cl)cc1Cl
  ., ., 5.9
- CN1c2ccccc2C(NCCCCCCC(=O)O)c2ccc(Cl)cc2S1(=O)=O (stereo not given)
  ., ., 8.7
- CN1CC[C@]23c4c5ccc(O)c4O[C@H]2[C@@H](O)C=C[C@H]3[C@H]1C5
  ., ., -15.1
- O=C1C=C2C=C[C@@H]3C[C@@]2(O1)[C@H]1CCCCN31
  ., ., -16.3
- N#CN
  ., ., 9.3
- Clc1ccc(Cl)cc1
  ., ., -7.7
- C[C@]12CC[C@H]3[C@@H](CCC4=CC(=O)CC[C@@]43C)[C@@H]1CC[C@@H]2OC(=O)CCc1ccccc1
  ., ., 10.1
- CN(C)[C@H](Cc1ccccc1)c1ccccc1
  ., ., 7.5
- N#Cc1nn(-c2c(Cl)cc(C(F)(F)F)cc2Cl)c(N)c1S(=O)C(F)(F)F (stereo not given)
  ., ., 13.5
- N#CC(C#N)=Cc1cc(O)c(O)c(O)c1
  ., ., 0.4
- COC(=O)C(c1ccccc1)C1CCCCN1 (stereo not given)
  ., ., -14.5
- Cc1ccc(Cl)c(O)c1
  ., ., -12.7
- C[N+]1([O-])[C@@H]2CC[C@H]1CC(OC(=O)C(CO)c1ccccc1)C2 (stereo not given in full)
  ., ., -5.0&3.3
- CCCCC1C(=O)NC(=O)N(C2CCCCC2)C1=O (stereo not given)
  ., ., -3.3
- Cc1c(Cl)c(=O)oc2cc(OP(=O)(OCCCl)OCCCl)ccc12
  ., ., -2.9

Exported with tabs: part of the list above
SMILES	MmCpn inh	PTHR1 agonist	D3 ag
CN1CC[C@]23c4c5ccc(O)c4O[C@H]2[C@@H](O)C=C[C@H]3[C@H]1C5	.	.	-15.1
O=C1C=C2C=C[C@@H]3C[C@@]2(O1)[C@H]1CCCCN31	.	.	-16.3
N#CN	.	.	9.3

Next structures follow.
The line under a structure holds: MmCpn inh, PTHR1 agonist, D3 ag
- CC[C@H]1C[C@H]2[C@@H]3CCC4=CC(=O)CC[C@@H]4[C@H]3CC[C@]2(C)[C@H]1O
  ., ., -12.7
- CCN(C(C)=O)c1cccc(-c2ccnc3c(C#N)cnn23)c1
  -8.6%, ., -12.1
- CN[C@@H]1C[C@@H](c2ccc(Cl)c(Cl)c2)c2ccccc21
  5.8%, ., -17.9
- NC(=O)CS(=O)C(c1ccccc1)c1ccccc1 (stereo not given)
  -4.9%, ., -19.9
- COc1cc(N)c(Cl)cc1C(=O)NC1CN2CCC1CC2 (stereo not given)
  1.6%, ., -21.1
- CCOc1ccc(CN(CCc2ccc3c(c2)OCO3)Cc2cc(OC)ccc2O)cc1
  ., -36.0%[inhibitor], -13.5
- COc1cccc(NC(=O)C2CCN(S(=O)(=O)c3cc(-c4noc(C)n4)ccc3C)CC2)c1
  ., -48.2%[inhibitor], -12.1
- CN1CCN(c2csc3ccc(F)cc3c2=O)CC1
  ., -16.2%, 1.7
- COc1ccc(NC(=O)CN2C(=O)C(C)N=C(c3ccccc3F)c3cc(Cl)ccc32)c(OC)c1 (stereo not given)
  ., -1.1%, 7.3
- O=C(COc1ccc(Cl)cc1)Nc1ccc(Cl)cc1C(=O)c1ccccc1
  ., -33.1%[inhibitor], 0.3
- Cc1ccc(-n2nc(C)c3c2NC(=O)CSC3c2ccc(O)cc2)cc1Cl (stereo not given)
  ., i, -6.2
- Cc1ccc(-c2nn3c(=O)cc(CN4CCN(C(=O)COc5ccc(C)c(C)c5)CC4)nc3s2)cc1
  ., -10.4%, 5.5
- COc1ccc(NC(=O)c2sc3nc4c(cc3c2N)N2CCC4CC2)cc1OC
  ., -92.7%[inhibitor], 1.1
- Cc1ccc2nc(NC(=O)c3cccn(Cc4ccccc4F)c3=O)sc2c1
  ., i, 5.4
- Cc1cccc(-c2nn3c(=O)cc(CN4CCN(C(=O)COc5ccc(Cl)cc5)CC4)nc3s2)c1
  ., 26.4%, -3.5

Compound profiles, as listed above:
Shown for `Cc1ccc2nc(NC(=O)c3cccn(Cc4ccccc4F)c3=O)sc2c1` → MmCpn inh: .; PTHR1 agonist: i; D3 ag: 5.4
Shown for `Cc1ccc(-c2nn3c(=O)cc(CN4CCN(C(=O)COc5ccc(C)c(C)c5)CC4)nc3s2)cc1` → MmCpn inh: .; PTHR1 agonist: -10.4%; D3 ag: 5.5

Remaining list, next part.
The line under a structure holds: MmCpn inh, PTHR1 agonist, D3 ag
- O=C(COc1cc(Cl)ccc1Cl)Nc1ccc(Cl)cc1C(=O)c1ccccc1
  ., 6.5%, -8.5
- Cc1oc(-c2cccc(Cl)c2)nc1CN1CCC(C(=O)NCCCN2CCN(c3cccc(Cl)c3)CC2)CC1
  ., -30.7%[inhibitor], -6.0
- O=C1CC(c2ccc(F)cc2)c2c(c3ccccc3oc2=O)O1 (stereo not given)
  ., i, -6.2
- O=c1c2ccccc2nc(/C=C/c2cccc3ccccc23)n1-c1ccccc1Cl
  ., -10.4%, 17.1
- Cc1c(CCNS(=O)(=O)c2ccccc2)sc2nc(-c3ccc(Cl)cc3)nn12
  ., -91.1%[inhibitor], 4.6
- Cc1cc(C)cc(OCC(=O)Nc2ccc(Cl)cc2C(=O)c2ccccc2)c1
  ., -21.0%, 3.5
- COc1ccc(OC)c(NC(=O)Cn2cc(C(=O)c3ccccc3F)c3ccccc32)c1
  ., i, 1.1
- CCOc1ccc(NC(=O)Cn2cc(C(=O)c3ccccc3)c3ccccc32)cc1
  ., -28.8%, 3.3
- Cc1ccc(CNC(=O)C(=O)NCC(c2cccnc2)N2CCN(c3ccc(F)cc3)CC2)cc1 (stereo not given)
  ., -31.0%[inhibitor], 0.7
- Cc1ccc(NC(=O)COc2ccc(-c3nn(C)c(=O)c4ccccc34)cc2)cc1
  ., -94.1%[inhibitor], 1.8
- Cc1oc(-c2ccc(Cl)cc2)nc1CN1C(=O)CN=C(c2ccccc2)c2ccccc21
  ., -27.4%, -3.7
- Cc1ccccc1-n1c(/C=C/c2ccccc2F)nc2ccccc2c1=O
  ., -8.9%, 0.3
- COc1ccc(NC(=O)CCc2nc(C3=CCN(Cc4cccc(Cl)c4)CC3)no2)c(OC)c1
  ., -15.5%, 0.6
- O=C(Nc1ccc(Br)cc1C(=O)c1ccccc1Cl)c1ccccc1F
  ., i, -8.1
- COc1ccc(CNC(=O)Cn2c(=O)nc(-c3ccccc3F)c3cc(Cl)ccc32)cc1
  ., -41.5%[inhibitor], 8.4

COc1ccc(NS(=O)(=O)c2ccc3c(c2)CCCN3C(=O)C2CCC2)cc1OC
  MmCpn inh: .; PTHR1 agonist: -92.3%[inhibitor]; D3 ag: -12.3

CCc1ccccc1N1C(=O)N(Cc2ccccc2C)c2ccccc2S1(=O)=O
  MmCpn inh: .; PTHR1 agonist: -31.2%[inhibitor]; D3 ag: -3.7

COc1ccc(C)cc1NC(=O)c1cccn(Cc2cccc([N+](=O)[O-])c2)c1=O
  MmCpn inh: .; PTHR1 agonist: i; D3 ag: -15.2

CCOC(=O)c1ccc(N2C(=O)c3[nH]nc(-c4ccccc4)c3C2c2ccc(C(C)C)cc2)cc1 (stereo not given)
  MmCpn inh: .; PTHR1 agonist: -38.5%[inhibitor]; D3 ag: -0.5

Cc1ccc(-n2c(/C=C/c3ccccc3)nc3ccccc3c2=O)cc1Cl
  MmCpn inh: .; PTHR1 agonist: -27.9%; D3 ag: -1.1

COc1ccc(N2CCN(c3ncnc4c3nc3n4CCCCC3)CC2)cc1
  MmCpn inh: .; PTHR1 agonist: -43.8%[inhibitor]; D3 ag: 0.5

CCc1cccc(NC(=O)CN2C(=O)CN=C(c3ccccc3F)c3cc(Cl)ccc32)c1
  MmCpn inh: .; PTHR1 agonist: -23.4%; D3 ag: -9.8

Cn1nc(-c2ccc(C(=O)Nc3ccc(OC(F)(F)F)cc3)cc2)c2ccccc2c1=O
  MmCpn inh: .; PTHR1 agonist: -48.1%[inhibitor]; D3 ag: 7.2

COc1ccc(-n2c(-c3ccco3)nc3c(cnn3-c3ccc(Cl)cc3)c2=O)cc1
  MmCpn inh: .; PTHR1 agonist: -75.8%[inhibitor]; D3 ag: 4.0

O=C(COc1ccccc1Cl)N1CCN(CCc2ccccn2)CC1
  MmCpn inh: .; PTHR1 agonist: -14.6%; D3 ag: -20.3

O=C(Nc1ccc2c(c1)OCO2)c1cccn(Cc2ccccc2)c1=O
  MmCpn inh: .; PTHR1 agonist: -2.5%; D3 ag: -2.5

Cc1ccccc1-n1nc(C)c2c1NC(=O)CSC2c1ccccc1C(F)(F)F (stereo not given)
  MmCpn inh: .; PTHR1 agonist: -19.7%; D3 ag: 6.0

Cc1cccc(Cn2cccc(C(=O)Nc3ccc4c(c3)OCCO4)c2=O)c1
  MmCpn inh: .; PTHR1 agonist: -24.1%; D3 ag: -10.6

Cc1cccc(Cn2cccc(C(=O)Nc3nnc(C)s3)c2=O)c1
  MmCpn inh: .; PTHR1 agonist: -11.2%; D3 ag: -7.7

Cc1ccc(-n2c(/C=C/c3cc(Br)cs3)nc3ccccc3c2=O)cc1
  MmCpn inh: .; PTHR1 agonist: i; D3 ag: 3.0

CC(=O)N1CCc2cc(S(=O)(=O)N3CCN(c4ccc(C)cc4)C(C)C3)ccc21 (stereo not given)
  MmCpn inh: .; PTHR1 agonist: -40.8%[inhibitor]; D3 ag: -12.8

Cc1ccc(CN2C(=O)c3ccccc3Sc3ccc(C(=O)N4CCC5(CC4)OCCO5)cc32)cc1
  MmCpn inh: .; PTHR1 agonist: -0.3%; D3 ag: 1.8

O=C(Nc1nc2c(Cl)cccc2s1)c1ccc(S(=O)(=O)N2CCc3ccccc32)cc1
  MmCpn inh: .; PTHR1 agonist: -37.2%[inhibitor]; D3 ag: 1.3

COc1cccc(C2=CC(c3cc(Br)ccc3F)n3nnnc3N2)c1 (stereo not given)
  MmCpn inh: .; PTHR1 agonist: -90.9%[inhibitor]; D3 ag: -11.4

O=C(Nc1nc2ccccc2s1)c1cccn(Cc2ccccc2)c1=O
  MmCpn inh: .; PTHR1 agonist: -33.0%[inhibitor]; D3 ag: -0.5

Cc1cc(OCC(=O)N2CCN(CCc3ccccn3)CC2)cc(C)c1Cl
  MmCpn inh: .; PTHR1 agonist: -19.8%; D3 ag: 7.3

Cc1ccccc1CN1CCc2nc(N3CCN(c4ccccn4)CC3)ncc2C1
  MmCpn inh: .; PTHR1 agonist: -92.1%[inhibitor]; D3 ag: 2.4

CCc1ccc(OCC(=O)N2CCN(CCc3ccncc3)CC2)cc1
  MmCpn inh: .; PTHR1 agonist: -66.0%[inhibitor]; D3 ag: -13.3

NC(=O)c1ccc(NC(=O)c2cccn(Cc3ccccc3)c2=O)cc1
  MmCpn inh: .; PTHR1 agonist: -26.4%; D3 ag: 1.0

Cc1oc2ccc(O)c(CN3CCCCCC3)c2c1C(=O)Nc1cccc(Cl)c1C
  MmCpn inh: .; PTHR1 agonist: ?; D3 ag: -11.4

A draw from above in order of count of non-hydrogen atoms, highest first.
CCOC(=O)c1ccc(N2C(=O)c3[nH]nc(-c4ccccc4)c3C2c2ccc(C(C)C)cc2)cc1 (stereo not given)
  MmCpn inh: .; PTHR1 agonist: -38.5%[inhibitor]; D3 ag: -0.5

COc1ccc(-n2c(-c3ccco3)nc3c(cnn3-c3ccc(Cl)cc3)c2=O)cc1
  MmCpn inh: .; PTHR1 agonist: -75.8%[inhibitor]; D3 ag: 4.0

COc1ccc(C)cc1NC(=O)c1cccn(Cc2cccc([N+](=O)[O-])c2)c1=O
  MmCpn inh: .; PTHR1 agonist: i; D3 ag: -15.2

NC(=O)c1ccc(NC(=O)c2cccn(Cc3ccccc3)c2=O)cc1
  MmCpn inh: .; PTHR1 agonist: -26.4%; D3 ag: 1.0

(more compounds)
Cc1ccc(OCC(=O)N2CCN(CCc3ccncc3)CC2)cc1
  MmCpn inh: .; PTHR1 agonist: i; D3 ag: -17.7

Cc1ccc(NC(=O)N(Cc2ccc3c(c2)OCO3)C2CCN(Cc3ccccc3)CC2)cc1C
  MmCpn inh: .; PTHR1 agonist: i; D3 ag: -36.2

COc1cc(CN2CCc3nc(N4CCN(c5ncccn5)CC4)ncc3C2)cc(OC)c1OC
  MmCpn inh: .; PTHR1 agonist: -94.6%[inhibitor]; D3 ag: -1.9

Cc1nnc(NC(=O)c2cccn(Cc3cccc(Cl)c3)c2=O)s1
  MmCpn inh: .; PTHR1 agonist: i; D3 ag: 6.5

Cc1ccccc1CN1C(=O)C(C)N=C(c2ccccc2)c2ccccc21 (stereo not given)
  MmCpn inh: .; PTHR1 agonist: -26.6%; D3 ag: 11.6

Cc1ccc(Cn2cccc(C(=O)Nc3cc(C)on3)c2=O)cc1
  MmCpn inh: .; PTHR1 agonist: i; D3 ag: -11.8
